# Screening results: PubChem, National Center for Advancing Translational Sciences (NCATS)
# HttQ103 aggreg: inhibitors of mutant huntingtin aggregate formation in PC12 cells | PC12 HttQ103-GFP aggregates, Acumen cytometry, 40 h | Potency, µM (top dose mostly 46.1 µM), inactives show top-dose activity change, negative = inhibition, hits mostly inhibitors | 220,000 tested, 1.1% active | AID 1688; also: potency is read from the fitted curve at half-maximal effect; % is scaled to controls: 0 for no effect and ±100 for the full control effect; nearly all actives have a fitted effect of over 60% in size
#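 Multiplexed with ATP-based cell death, this channel scores GFP aggregates in PC12 cells expressing inducible HTTex1-Q103-GFP. Induction used 100 nM tebufenozide; compounds were tested in concentration series.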
# CBFb-RUNX1 inh: CBF-beta/RUNX1 interaction disruption; Q01196+Q13951; AlphaScreen CBFb-His/RUNX1-biotin binding, biochemical; Potency, µM (top dose mostly 59.8 µM), for the others: at the top dose activity, negative = inhibition, actives largely listed as inhibitors; 230,000 tested, under 10 active; AID 1477; also: % of control where 0% means no effect
# Target sequence (Q01196 whole entry, looked up): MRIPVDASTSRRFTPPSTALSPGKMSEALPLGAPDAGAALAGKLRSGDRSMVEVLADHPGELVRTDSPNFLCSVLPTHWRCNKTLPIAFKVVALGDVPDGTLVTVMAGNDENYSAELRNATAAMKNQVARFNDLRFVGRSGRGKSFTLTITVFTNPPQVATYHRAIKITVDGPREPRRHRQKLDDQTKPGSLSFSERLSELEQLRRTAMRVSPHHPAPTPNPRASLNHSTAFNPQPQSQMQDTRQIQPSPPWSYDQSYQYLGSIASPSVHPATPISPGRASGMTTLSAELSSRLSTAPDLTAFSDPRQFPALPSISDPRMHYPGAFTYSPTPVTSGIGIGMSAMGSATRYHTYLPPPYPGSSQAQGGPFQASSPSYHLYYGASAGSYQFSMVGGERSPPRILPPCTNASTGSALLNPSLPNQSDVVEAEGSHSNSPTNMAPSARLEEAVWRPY
# Target sequence (Q13951 whole entry, looked up): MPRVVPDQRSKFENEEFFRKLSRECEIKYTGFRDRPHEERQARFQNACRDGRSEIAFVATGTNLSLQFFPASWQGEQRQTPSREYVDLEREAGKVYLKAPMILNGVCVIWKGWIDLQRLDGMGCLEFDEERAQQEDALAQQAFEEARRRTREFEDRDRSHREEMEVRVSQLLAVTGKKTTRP
#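 Compounds were screened at multiple concentrations against a preformed CBF-beta(His)/RUNX1(biotin) complex (30 nM of each) for 15 min at room temperature, followed by 90 min with nickel and streptavidin beads and AlphaScreen reading.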
# LMNA splice mod: modulators of lamin A splicing; HeLa LMNA splicing GFP/RFP minigene ratio, 48 h; Potency, µM (highest dose often 46.1 µM), for the others: at the highest dose ratio change, negative = inhibition, actives largely listed as inhibitors; 200,000 tested, 0.01% active; AID 1487; active = well fitted inhibition curve with a large enough effect in the signal ratio, with a control signal flat, not every such curve was filed as active; inconclusive = small, poorly fitted or top-dose-only effect, or effect the other way, or a change in a side signal; the % refers to the signal ratio; also: potency is read from the fitted curve at half-maximal effect; % is scaled to controls: 0 for no effect and ±100 for the full control effect
#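 Read-out is the ratio of GFP to DsRed2 object intensity, acquired by 488 nm laser-scanning cytometry on HeLa lamin A-EGFP minigene reporter cells. Compound incubation 48 hrs at 37 °C in Opti-MEM with 2% FBS; DMSO 0.5% final.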
# SMN2 splice enh: SMN2 splice variant enhancement. HEK293 SMN2-luciferase splicing reporter, luminescence, 30-36 h. Potency, µM (series often up to 46.1 µM), for the others: at the highest dose activity change, positive = activation, actives largely listed as activators. 210,000 tested, 2.8% active. AID 1458; also: potency is read from the fitted curve at half-maximal effect; % of control where 0% means no effect; nearly all actives have a fitted effect of over 55% in size
#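 qHTS luciferase splicing reporter: luminescence rises when SMN2 exon 7 is included in transfected HEK293 cells. Compound exposure lasted 30-36 h at 37C, with 4.5 mM final sodium butyrate as control, followed by a ONE-Glo read.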
# IMPase Li inh: membrane-permeable IMPase blocker, potentiated with lithium; Potency, µM (top dose mostly 59.4 µM), without a hit: at the top dose activity, negative = IMPase inhibition, most hits filed as inhibitors; 210,000 tested, 0.35% active; CHO-M1 cells, IP1 TR-FRET (IP-One), carbachol + lithium;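 also: IP1 builds up when IMPase is blocked and the TR-FRET signal falls; potency is read from the fitted curve at half-maximal effect; plate controls were basal vehicle for no effect and high inhibitor control for full effect; nearly all actives have a fitted effect of over 50% in size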
#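 CHO-M1, 2000 cells/well, 16–30 h culture; cpd + low Li+, 30 min 37C; lysis with d2-IP1/Eu-anti-IP1 Ab, 10 min RT; TR-FRET 665/620 ratio and 620 channel; AC50 via Hill.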
# KinaseGlo FLuc: blocks Kinase-Glo luciferase, a counter-screen artifact; Q27757; Kinase-Glo luciferase, ATP luminescence, 8 min; Potency, µM (series often up to 38.3 µM), without a hit: top-dose activity change, negative = inhibition, usual class: inhibitors; 200,000 tested, 0.28% active; AID 1379; also: potency is read from the fitted curve at half-maximal effect; % is scaled to controls: 0 for no effect and ±100 for the full control effect; nearly all actives have a fitted effect of over 60% in size
#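 Recombinant Kinase-Glo luciferase, 10 uM ATP (linear range), luciferin; imidazole pH 7.2 / KCl / MgCl2 / Tween / BSA buffer; 8 min RT; luminescence.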
# HTT cytoprotect: protects HTT-Q103 PC12 cells, measured by ATP; AID 1471; PC12 HTT-Q103 induced, cytoprotection, ATP luminescence, 40 h; Potency, µM (series often up to 56.4 µM), for the others: cytoprotection (ATP increase), most hits filed as activators; 230,000 tested, 0.14% active;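 also: potency is read from the fitted curve at half-maximal effect; % of control where 0% means no effect; nearly all actives have a fitted effect of over 45% in size; toxic huntingtin expression switched on by the ecdysone agonist tebufenozide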
#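 PC12 cells with ecdysone-inducible HTT exon 1 Q103-GFP, induced with 100 nM tebufenozide and co-treated with library compounds in a dose series (1536-well, 1500 cells/well). Cytoprotection read as ATP content by ATPlite luminescence.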
# An asterisk follows results filed as active; ? = inconclusive; . = not tested or not shown; & = joins results of further samples; [ ] = dose if it differs, or a comment. Unless noted, calls follow the shape of the dose curve; as a rule, active = well fitted curve in the direction sought with a large enough effect; inconclusive = small, poorly fitted or top-dose-only effect, or another doubt; inactive = no such curve, though single readings can be large; an effect the other way counts as inactive or inconclusive. The order is random; overall some 4% were active at least once.
# Each structure is followed by: SMN2 splice enh, LMNA splice mod, HTT cytoprotect, CBFb-RUNX1 inh, KinaseGlo FLuc, HttQ103 aggreg, IMPase Li inh
> O=C(CCS(=O)(=O)c1ccc(Br)s1)NCc1ccccc1
  ?, 7%, -7%, -6%, -5%, 11%, 10%[38.3 µM]
> CCCN(CCC)CC(=O)Nc1cccc2c1OCO2
  14%, -7%, 18%, 2%, -3%, -5%, 22%[38.3 µM]
> CCCCC[C@H](O)/C=C/C1=C(CCCCCCC(=O)O)C(=O)CC1
  -16%&8%&-4%, ?, ?, 5%&4%&-12%, 1%&2%, 17%, 15%&-2%&6%
> Cc1cc(C(F)(F)F)n2nc(-c3cnn(C)c3C(F)(F)F)cc2n1
  -33%[inhibitor], -9%, -8%, 8%, -1%, 8%, 3%[38.3 µM]
> CCOC(=O)c1c(NC(=O)C2CCCO2)sc(C(N)=O)c1C (centres undefined)
  8%, 1%, -34%[10 µM], 2%, -2%, -4%, 0%
> COC(=O)C1=C(C)N(Cc2ccccc2)C(=O)N[C@H]1c1ccco1
  -5%[9.22 µM], 1%[9.22 µM], 21%[10 µM], 4%[13.1 µM], -1%[7.66 µM], ., 8%
> O=C(CCSCCc1ccccn1)Nc1ccc(Cc2ccncc2)cc1
  -25%, ?, -5%, -1%, 3%, -6%, -1%
> Fc1cccc(Cn2cc(C(=S)N3CCOCC3)c3ccccc32)c1
  1%, ., ., -2%, 1%, ., 13%
> Cc1cc(C)c(C)c(OCC(=O)N2CCCCCC2)c1
  6%, 11%, -7%, 0%, -1%, -8%, 17%[38.3 µM]
> O=C(CCc1ccc(S(=O)(=O)NCCc2ccccc2)cc1)NCc1ccco1
  -18%, -5%, -9%[1.9 µM], -1%, 5%, 9%, 14%
> O=C(N[C@@H](Cc1ccc(O)cc1)C(=O)O)C(c1ccccc1)c1ccccc1
  ., ., 21%[10 µM], 6%, ., 6%[9.22 µM], 7%
> CCC(OC(=O)c1cccs1)C(=O)NC1CCCCC1 (centres undefined)
  -10%, -7%, -35%, 1%, 15%, 1%, -4%[38.3 µM]
> CC(/C=N/n1cnnc1)=C\c1ccco1
  13%, -8%, 18%[10 µM], -3%, -1%, -3%, 5%
> NCCCC[C@H]1CNC(=S)N1CCc1cc(C(F)(F)F)cc(C(F)(F)F)c1
  ., ., -10%[10 µM], 11%, ., 5%[9.22 µM], 7%
> CN1CCN(c2nc3c(c(=O)n(C)c(=O)n3C)n2CC(=O)C23CC4CC(CC(C4)C2)C3)CC1
  19%, 7%, -30%[0.074 µM], 8%, 2%, 24%, 13%[38.3 µM]
> CCOc1ccc(S(=O)(=O)NNC(=S)Nc2ccc(Br)cc2)cc1
  5%, -4%, 2%[10 µM], -4%, 0%, 11%, 5%
> CCOC(=O)COc1cc([N+](=O)[O-])cc2cccnc12
  ., ., -12%[10 µM], 5%, -3%, 25%[9.22 µM], 16%
> Cc1ccc(S(=O)(=O)NC(CC(=O)NCC2CCCO2)c2ccco2)cc1 (centres undefined)
  5%, -11%, 12%[10 µM], 4%, 1%, -14%, 2%
> COc1ccc(Cc2c(O)nc(SCC(=O)N3CCCCCC3)[nH]c2=O)cc1
  -5%, -1%, 4%[1.9 µM], 11%, -4%, -3%, 5%
> Cc1ccc(C(C(=O)NC2CCCCC2)N2CCC3(CC2)OCCO3)cc1 (centres undefined)
  -15%, -4%, 14%, 0%, -2%, 15%, -25%[38.3 µM]
> COc1ccc(/C=C/C(=O)NC(=S)NNC(=O)c2cc(OC)c(OC)c(OC)c2)cc1OC
  ., ., 3%[10 µM], -7%, ., -1%[9.22 µM], .
> Cc1nn(CCN)c(C)c1Cl
  ., -4%[46 µM], 16%[10 µM], 19%, -2%, 3%[9.22 µM], 4%
> CCOC(=O)c1ccccc1NC(=O)c1cncc(Br)c1
  -5%, -15%, 4%, 8%, -13%, -12%, 1.3µM*
> O=C(NC(=S)Nc1ccc(S(=O)(=O)Nc2nccs2)cc1)c1cccc(F)c1
  -5%, 2%, 7%[10 µM], -4%, 2%, 9%, -5%
> CN(C)N=Nc1ccc2nc[nH]c2c1
  ., ., 23%[10 µM], -12%, ., 10%[9.22 µM], .
> CC1(C)CC(=O)C2=C(C1)Nc1cc3c(cc1C2c1ccc2c(c1)OCO2)OCO3 (centres undefined)
  12%, -10%, -44%[inhibitor], -11%, 0%, -10%, -15%[38.3 µM]
> CC1CCC2(CC1)NC(=O)N(CC(=O)NC(=O)NC1CCCC1)C2=O (centres undefined)
  -6%, 10%, -15%[10 µM], 4%, 0%, 18%, -17%[38.3 µM]
> COCCNC(=O)c1ccccc1NS(=O)(=O)c1ccc(Br)s1
  -15%, -2%, 2%, 4%, 1%, -15%, 33%[38.3 µM]
> O=C(OCCC1Oc2cccnc2NC1=O)c1ccc(Cl)cc1 (centres undefined)
  1%, ., -44%[inhibitor], 5%, 1%, -3%, 7%
> Cc1c(NC(=O)CSc2nnnn2C)c(=O)n(-c2ccccc2)n1C
  4%, 4%, -4%, -1%, -2%, 7%, 5%[38.3 µM]
> CCSc1oc(-c2ccco2)nc1S(=O)(=O)c1ccc(F)cc1
  -23%, 12%, 0%[1.9 µM], -4%, -5%, 2%, 29%[38.3 µM]
> Nc1cc(C(=O)O)ccc1N1CCCCCC1
  11%, 7%, -11%[0.074 µM], 2%, 1%, 9%, -4%[38.3 µM]
> CN(C)/C=C(/C(=O)c1ccccc1)S(=O)(=O)c1ccc(Cl)cc1
  -11%, ?, 2%[10 µM], -3%, 0%, 11%, -3%
> COc1ccc(NC(=O)COC(=O)c2ccc(F)cc2F)cc1
  1%, ?, -13%[10 µM], 3%, 2%, 9%, 2%
> COC(=O)C1C(=O)/C(=C(/C)N2CCCC2)C(=O)CC1(C)C (centres undefined)
  -16%, 7%, -1%, 2%, -1%, 1%, 19%[38.3 µM]
> CCOC(=O)c1ccc(NC(=O)Cn2nnc(-c3ccccc3)n2)cc1
  ., ?, -49%[inhibitor], 0%, ., ?, .
> CCOc1cc(CNc2ccccc2)cc(Br)c1OCc1ccccc1F
  0%, ?, -2%, 9%, -7%, -27%, 49%[activator][38.3 µM]
> CC(C)C(=O)N1CCN(c2cc(N3CCN(C)CC3)c(F)cc2[N+](=O)[O-])CC1
  -23%, ., -16%, -4%, 1%, -5%, -4%
> COc1ccc(CCN2CN(S(=O)(=O)c3ccccc3)c3nc4ccccc4nc32)cc1
  ?, -12%, 15%[10 µM], -4%, 4%, 7%, 9%
> CCCCNC(=O)C1CCN(S(=O)(=O)N2CCCCCC2)CC1
  -5%, -1%, ., 9%, -1%, -13%, -1%
> CC(NCc1ccc(S(N)(=O)=O)cc1)C(=O)Nc1cc([N+](=O)[O-])ccc1Cl (centres undefined)
  -8%, ?, -52%[inhibitor], 14%, 1%, -4%, 19%
> O=S(=O)(NCCc1ccccc1)c1cccc2cccnc12
  -4%, 15%[46 µM], -15%, 2%, -1%, -5%, 5%
> CCn1nc(CC(=O)Nc2nnc(CC(=O)N3CCOCC3)s2)c2ccccc2c1=O
  -13%, 2%, -3%, 0%, -4%, 6%, -6%[38.3 µM]
> O=C(NCCc1ccc(Cl)cc1)Nc1cccc(Cl)c1
  -22%, ?, -83%[inhibitor], 11%, -1%, 8.9µM*, -3%[38.3 µM]
> COc1ccc(S(=O)(=O)NC(CC(=O)NCCc2ccc(OC)c(OC)c2)c2ccco2)cc1 (centres undefined)
  -23%, -13%, 2%[10 µM], 6%, -1%, -3%, 4%
> Cc1ccnc(SCC(=O)N2CCN(c3cccc(Cl)c3)CC2)n1
  ?, -9%, 15%[0.074 µM], 4%, -1%, -10%, 34%[38.3 µM]
> COc1cccc(/C=N/NC(=S)Nc2cccc(C(=O)O)c2)c1
  14µM*, ., ., 10%, -1%, 1%, 2%
> O=C(C[n+]1ccc2ccccc2c1)Nc1cc(C(F)(F)F)ccc1Cl
  4%, 0%, -22%[10 µM], 6%, 0%, 11%, 9%
> Cn1ccnc1Sc1ccc(C=O)cc1[N+](=O)[O-]
  -1%, ., -1%, 0%, -1%, -10%, -1%
> CCCn1nnnc1NC(=O)CSc1ccc(Cl)cc1
  6%, -8%, 7%[0.074 µM], -1%, -3%, 7%, 1%[38.3 µM]
> O=C1COCCOCCOCC(=O)NCCN1
  ., ., 17%[10 µM], 1%, 0%, 39%[9.22 µM], 10%
> COCc1ccc(C(=O)N2CCCC(C(=O)c3cc(F)ccc3F)C2)s1 (centres undefined)
  ., ., -24%[10 µM], 5%, -5%, -16%[9.22 µM], 0%
> CCCCC1=CC2=C(c3ccco3)C(=O)C(C)(OC(=O)c3ccc(OC)cc3)C(=O)C2=CN1Cc1ccccc1 (centres undefined)
  1%[9.22 µM], -20%[9.22 µM], 5%&-28%[10 µM], ?, 2%[7.66 µM], 2%[9.22 µM], -12%

# Five entries picked at random from the list so far:
# Each structure is followed by: SMN2 splice enh, LMNA splice mod, HTT cytoprotect, CBFb-RUNX1 inh, KinaseGlo FLuc, HttQ103 aggreg, IMPase Li inh
> CCCn1nnnc1NC(=O)CSc1ccc(Cl)cc1
  6%, -8%, 7%[0.074 µM], -1%, -3%, 7%, 1%[38.3 µM]
> Cn1ccnc1Sc1ccc(C=O)cc1[N+](=O)[O-]
  -1%, ., -1%, 0%, -1%, -10%, -1%
> CCSc1oc(-c2ccco2)nc1S(=O)(=O)c1ccc(F)cc1
  -23%, 12%, 0%[1.9 µM], -4%, -5%, 2%, 29%[38.3 µM]
> CCCCNC(=O)C1CCN(S(=O)(=O)N2CCCCCC2)CC1
  -5%, -1%, ., 9%, -1%, -13%, -1%
> O=C1COCCOCCOCC(=O)NCCN1
  ., ., 17%[10 µM], 1%, 0%, 39%[9.22 µM], 10%

# One compound at a time, from the list above.
# Listed for COC(=O)C1C(=O)/C(=C(/C)N2CCCC2)C(=O)CC1(C)C (centres undefined) : SMN2 splice enh: -16%; LMNA splice mod: 7%; HTT cytoprotect: -1%; CBFb-RUNX1 inh: 2%; KinaseGlo FLuc: -1%; HttQ103 aggreg: 1%; IMPase Li inh: 19%[38.3 µM]
# Listed for O=C1COCCOCCOCC(=O)NCCN1 : SMN2 splice enh: .; LMNA splice mod: .; HTT cytoprotect: 17%[10 µM]; CBFb-RUNX1 inh: 1%; KinaseGlo FLuc: 0%; HttQ103 aggreg: 39%[9.22 µM]; IMPase Li inh: 10%
